D2 antag: antagonists of human D2 dopamine receptor; P14416; HEK293 TREx D2 cells, calcium flux, dopamine EC80; inhibition, % at 10 µM; hit rate 2% among 340,000; AID 485344; in the data active means inhibition above about 30%; further: 0% is about no effect
Target sequence (P14416 whole entry, looked up): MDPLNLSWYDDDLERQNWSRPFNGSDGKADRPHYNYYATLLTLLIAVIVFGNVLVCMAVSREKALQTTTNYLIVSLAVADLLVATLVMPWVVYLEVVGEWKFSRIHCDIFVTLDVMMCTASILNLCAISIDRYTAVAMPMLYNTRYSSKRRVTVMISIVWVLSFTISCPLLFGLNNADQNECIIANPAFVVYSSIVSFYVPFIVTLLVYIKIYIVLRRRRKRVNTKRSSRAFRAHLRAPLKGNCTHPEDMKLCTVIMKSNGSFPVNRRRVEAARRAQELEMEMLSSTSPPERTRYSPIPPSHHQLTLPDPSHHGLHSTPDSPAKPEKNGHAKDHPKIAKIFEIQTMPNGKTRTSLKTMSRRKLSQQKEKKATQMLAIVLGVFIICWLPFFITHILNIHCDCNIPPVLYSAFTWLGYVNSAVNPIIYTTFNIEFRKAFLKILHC
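Inhibition of EC80 dopamine-driven calcium flux, recorded kinetically, defines activity here; cells are a tetracycline-induced HEK293 T-REx line expressing force-coupled D2.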
TRHR enhancer: TRH receptor (human) allosteric enhancement; enhancement, % at 2 µM; AID 493056; TRHR cells, fluo-8 calcium fluorescence, EC20 TRH enhancement; hit rate 0.66% among 360,000; P34981; in the data active means enhancement above about 30%; further: 0% is about no effect
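Enhancer read-out: after compound pinning and an initial kinetic agonist-mode read, an EC20 of TRH (10 nM final) was injected and fluo-8 calcium signal (Ex 480/Em 530) followed at 1 s/cycle for 100 cycles in TRHR-expressing cells.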
USP1 inh: USP1/UAF1 (human) deubiquitinase inhibition; Potency, µM (doses to about 57.1 µM), inactives show at the top dose activity change, negative = inhibition, hits mostly inhibitors; recombinant USP1/UAF1, Ub-Rhodamine cleavage fluorescence; hit rate 0.23% among 390,000; further: potency means the concentration at half of the fitted maximal effect; on the % scale 0 is the no-effect control and ±100 the full control effect; nearly all actives have a fitted effect of over 60% in size; inactives centre near -12
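USP1/UAF1 complex (1 nM) preincubated 15 min at room temperature with compound, then Ub-Rho substrate (150 nM final) added. Kinetic fluorescence at 480/540 nm over 6 reads at 60 s intervals; 50 mM HEPES pH 7.8, 0.5 mM EDTA, 0.1 mg/ml BSA, 1 mM TCEP, 0.01% Tween-20.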
PI4K2A block: PI4K2A (human) kinase inhibition; Q9BTU6; purified PI4K2A, ADP-Glo luminescence, 1 h; hits give low values; activity change, negative = inhibition, % at 76.9 µM; hit rate 0.13% among 420,000; AID 1346378; in the data active means activity change below about -50%; inconclusive means mostly about -30% to -49%;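 further: -100% = wells without enzyme as full effect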
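ADP-Glo luminescence measured ADP generated by PI4K2A enzyme (4 ug/mL before mixing) with 1.2 mM PI substrate (pre-mix) and 300 microM ATP (pre-mix). Tris pH7.5 buffer with MgCl2, Triton X-100; 1 h reaction at ambient temperature.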
TrxR1 inh: inhibitors of rat thioredoxin reductase 1; O89049; hit rate 1% among 390,000; Potency, µM (top dose mostly 114 µM), without a hit: at the highest dose activity change, negative = inhibition, most hits filed as inhibitors; recombinant rTrxR1, NADPH fluorescence consumption, selenite substrate; further: potency means the concentration at half of the fitted maximal effect; on the % scale 0 is the no-effect control and ±100 the full control effect; nearly all actives have a fitted effect of over 65% in size
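Rat TrxR1 (90 nM in the dispensed reagent) was pre-reduced with 400 uM NADPH for 5 min at room temperature, then incubated with compound for 15 min. After 400 uM selenite was added, NADPH fluorescence (Ex 340/Em 450 nm) was followed for 8 min.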
TRHR ag: activates the human TRH receptor; activation, % at 2 µM; AID 493084; hit rate 0.18% among 360,000; TRHR cells, calcium flux fluo-8, FDSS agonist mode; P34981; in the data active means activation above about 30%; further: 0% is about no effect
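Agonist-mode FDSS calcium read (Ex 480/Em 530, 1 s cycles) in 1536-well TRHR cells with fluo-8 dye, after 10-cycle baseline and 23 nL compound addition; TRH at EC20 (10 nM final) added afterwards for the enhancer phase.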
mIDH1 inhibitor: human IDH1 R132H inhibition; O75874; IDH1-R132H enzyme, NADPH consumption, diaphorase/resazurin fluorescence; Potency, µM (top dose mostly 76.6 µM), without a hit: at the highest dose activity change, negative = inhibition, hits mostly inhibitors; hit rate 0.093% among 390,000; AID 602179; further: potency means the concentration at half of the fitted maximal effect; on the % scale 0 is the no-effect control and ±100 the full control effect; nearly all actives have a fitted effect of over 65% in size
Target sequence (O75874 whole entry R132H, stated change not applied): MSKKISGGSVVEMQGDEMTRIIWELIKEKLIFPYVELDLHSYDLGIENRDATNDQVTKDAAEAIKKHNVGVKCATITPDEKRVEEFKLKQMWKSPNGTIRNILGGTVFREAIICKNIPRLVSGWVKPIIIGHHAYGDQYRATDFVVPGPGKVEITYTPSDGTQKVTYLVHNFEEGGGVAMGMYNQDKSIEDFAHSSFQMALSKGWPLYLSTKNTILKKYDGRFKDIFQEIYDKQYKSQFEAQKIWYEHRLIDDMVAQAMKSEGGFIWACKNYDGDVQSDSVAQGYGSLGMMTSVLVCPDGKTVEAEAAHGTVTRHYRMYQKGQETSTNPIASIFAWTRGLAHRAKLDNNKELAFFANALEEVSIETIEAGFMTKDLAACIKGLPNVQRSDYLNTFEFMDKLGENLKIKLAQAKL
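IDH1-R132H (0.5 ug/mL dispensed) in pH 7.5 Tris buffer was preincubated 30 min with compound, then given a substrate mix of 0.016 mM NADPH and 2 mM alpha-KG for 80 min at room temperature; remaining NADPH was read by diaphorase/resazurin fluorescence.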
D2 agonist: activates the human D2 dopamine receptor; HEK293 T-REx D2 cells, calcium flux agonist mode; hit rate 0.53% among 340,000; activation, % at 2 µM;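 active means activation over 3 SD above normal in the single-dose calcium agonist read, cut at about 30% in these data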; further: 0% is about no effect
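Agonism scored from kinetic calcium signal (1 read/sec, 180 s) following compound pin transfer, after a 10 s baseline. Cells: HEK293 Trex line expressing inducible D2 receptor coupled to calcium, dye-loaded after overnight culture at 30 C.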
TrxR1 substrate: rat thioredoxin reductase 1 substrate activity; purified TrxR1 substrate turnover, NADPH consumption readout; Potency, µM (top dose mostly 114 µM), for inactives: at the highest dose activity change, negative = substrate turnover; AID 588456; hit rate 0.01% among 390,000; further: potency means the concentration at half of the fitted maximal effect; on the % scale 0 is the no-effect control and ±100 the full control effect; nearly all actives have a fitted effect of over 50% in size
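Rat TrxR1, dispensed at 90 nM, was prereduced with 400 uM NADPH (final) for 5 min at ~22 deg C, then incubated with compound 15 min before 400 uM selenite. A first-read NADPH fluorescence drop versus no-compound background flagged substrates.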
* = called active by the depositor; ? = inconclusive; · = not tested or not shown; [ ] = remark or other dose. Unless noted, the call rests on the fitted dose curve; in most records, active means well fitted inhibition curve with a large enough effect; inconclusive means small, poorly fitted or top-dose-only effect; inactive means no such curve, though single readings can be large or run the other way.

molecule,D2 antag,TRHR enhancer,USP1 inh,PI4K2A block,TrxR1 inh,TRHR ag,mIDH1 inhibitor,D2 agonist,TrxR1 substrate
CCC(Cc1ccccc1)NC(=O)c1cc(S(=O)(=O)N2CCCCC2)c[nH]1 (stereo unspecified),-11,5,?,-3,-12%,-0.9,3%,-0.8,-6%
O=C(NCc1ccccc1)c1ccc(CS(=O)(=O)Cc2ccc(F)cc2)o1,15,-3,-11%,1,2%,0.2,4%,0.3,-3%
COc1ccc(C2C(C(=O)N3CCN(c4ccccc4F)CC3)c3ccccc3C(=O)N2C)cc1 (stereo unspecified),-7,6,-9%,2,-2%[57.1 µM],-0.3,4%,-0.4,0%[57.1 µM]
NC(=O)CSc1nc2ccccc2c(=O)n1Cc1ccccc1,-16,-6,-2%,1,-6%,0.1,2%,0.2,-3%
Cc1ccc(-c2csc(NC(=O)CSc3nc(C)cs3)n2)cc1,8,2,-25%,6,13%,-0.3,4%,0.5,6%
C[C@@H]1CN([C@@H](C)CO)C(=O)c2cc(NC(=O)C3CC3)ccc2O[C@@H]1CN(C)Cc1ccc(Cl)c(Cl)c1,·,·,-32%,3,9%,·,9%,·,-1%
CC(=O)Nc1ccc(NC(=O)c2cc(-c3cc(C)c(C)cc3O)n[nH]2)cc1,-7,-4,?,14,13%,-2.5,-1%,-2.6,14%[57.1 µM]
CCOc1ccc(CCNC(=O)CCc2c(C)nc3ncnn3c2C)cc1OCC,-1,24,-5%,3,21%[57.1 µM],0.0,1%,-1.6,4%[57.1 µM]
Cc1cc(C(=O)C(=O)NC(C)C)c(C)n1-c1ccc([N+](=O)[O-])cc1,·,·,-2%,5,-4%[57.1 µM],·,2%,·,8%[57.1 µM]
CCSC1=C(C#N)C(CC(C)C)C2=C(CCCC2=O)N1 (stereo unspecified),-3,1,-13%,4,27%,1.2,-2%,-0.6,6%
COc1ccc(CNC(C)C(=O)Nc2ccc3ccccc3c2)cc1OC (stereo unspecified),-5,6,-8%,1,15%[57.1 µM],-1.4,3%,0.7,-6%[57.1 µM]
Cc1cc(C)cc(OCc2nnc(SCC(=O)N3CCCCC3)o2)c1,-4,1,-10%,-2,13%,-0.8,11%,-0.8,4%

Grouped by structure, the compounds so far with a halogen.
molecule,D2 antag,TRHR enhancer,USP1 inh,PI4K2A block,TrxR1 inh,TRHR ag,mIDH1 inhibitor,D2 agonist,TrxR1 substrate
O=C(NCc1ccccc1)c1ccc(CS(=O)(=O)Cc2ccc(F)cc2)o1,15,-3,-11%,1,2%,0.2,4%,0.3,-3%
COc1ccc(C2C(C(=O)N3CCN(c4ccccc4F)CC3)c3ccccc3C(=O)N2C)cc1 (stereo unspecified),-7,6,-9%,2,-2%[57.1 µM],-0.3,4%,-0.4,0%[57.1 µM]
C[C@@H]1CN([C@@H](C)CO)C(=O)c2cc(NC(=O)C3CC3)ccc2O[C@@H]1CN(C)Cc1ccc(Cl)c(Cl)c1,·,·,-32%,3,9%,·,9%,·,-1%

Additional entries
molecule,D2 antag,TRHR enhancer,USP1 inh,PI4K2A block,TrxR1 inh,TRHR ag,mIDH1 inhibitor,D2 agonist,TrxR1 substrate
O=C(OCc1nc2ccccc2s1)c1cc2ccccc2oc1=O,-1,1,·,·,·,-0.3,·,0.1,·
O=C(O)c1cc(Cl)c(Cl)cc1C(=O)N1CCCC1,-2,-2,-9%,2,11%,1.4,1%,0.6,8%
O=C(O)c1nn(-c2ccccc2)nc1-c1nn(-c2ccccc2)nc1C(=O)O,5,13,-13%,-9,3%[57.1 µM],0.9,0%,0.1,31%[57.1 µM]
COc1cc(/C=C2\SC(=S)N(CCC(=O)NCCc3ccccc3)C2=O)cc(OC)c1OC,6,0,-22%,1,24%[57.1 µM],0.7,2%,1.1,7%[57.1 µM]
CC=Cc1cc2c(c(=O)o1)C(=O)C(O)C(C)O2 (stereo unspecified),·,·,-6%,11,19%[11.4 µM],·,-3%,·,7%[11.4 µM]
O=C(Nc1ccc(S(=O)(=O)N2CCCCCC2)cc1)c1cc(=O)c2ccccc2o1,·,9,-6%,-3,15%,-0.4,-17%,-0.2,15%
Cn1c(-c2ccccc2)cc(=O)c2ccccc21,-7,-1,-2%,-2,8%,-1.6,6%,-0.3,8%
CCN(Cc1ccccc1)Cc1cc(OC)cc(OC)c1,-17,3,-11%,0,-3%[57.1 µM],-1.1,5%,-1.0,2%[57.1 µM]
CC(Oc1cccc(Cl)c1)C(=O)NC1CC(C)(C)NC(C)(C)C1 (stereo unspecified),-8,-3,-9%,2,-3%,-1.4,5%,-0.1,-4%
CCCc1[nH]n(-c2nc3ccccc3s2)c(=O)c1C=NCCCN(CC)CC,-9,-6,-18%,-3,4%,3.1,2%,0.2,-3%
Cc1sc(N2CCN(S(=O)(=O)c3ccc4c(c3)NC(=O)CO4)CC2)nc1-c1ccccc1,16,-23,-8%,2,8%,0.1,0%,-2.1,4%
O=C(Cn1c(NCCO)nc2ccccc21)c1ccc(Cl)cc1Cl,6,6,-20%,3,14%[57.1 µM],0.3,4%,0.7,-19%[57.1 µM]
O=C(Nc1ccc(N2CCCCC2)c(Cl)c1)c1ncn[nH]1,-5,12,-18%,-8,2%,-0.5,1%,-1.8,3%
Cc1c(-c2ccc(F)cc2)[n+](=O)c(-c2ccc(F)cc2)c(C)n1[O-],-6,9,-4%,1,-25%,-0.8,-1%,-0.4,-16%
CCOC(=O)COc1cc2c(C(=O)OCC)c(C)oc2cc1Br,1,-5,-16%,-8,-9%[57.1 µM],0.3,3%,-0.6,-4%[57.1 µM]
Cc1cccc(N2CN(Cc3ccco3)CNC2=S)c1C,-5,6,4%,-1,-25%,0.2,-2%,0.0,-14%
O=C(N=C1SC2CS(=O)(=O)CC2N1c1ccc(F)c(Cl)c1)C1CCCO1 (stereo unspecified),13,-5,-10%,-6,3%,0.1,-2%,0.3,-7%
Clc1nc2c(-c3ccccc3)nnn2c2ccccc12,0,-1,-18%,0,10%,-0.7,3%,-1.2,18%
CCCn1c(SCC(=O)O)nc2ccccc21,18,-2,-18%,2,24%,-1.3,3%,0.2,9%
CCCCCC(C)NC(=O)c1ccoc1C (stereo unspecified),40*,1,-1%,-2,?,-0.5,5%,0.0,5%
COc1ccccc1NC1=NC(c2ccc(Cl)cc2)N=C(N)N1 (stereo unspecified),-20,2,-17%,4,5%[57.1 µM],0.5,12%,0.7,5%[57.1 µM]
Cc1ccc2c(c1)c1c(c(=O)n(-c3cccc(Cl)c3)c(=O)n1CC(N)=O)n2C,·,14,-18%,-1,-5%,-0.3,1%,0.9,41%[activator]
COc1cccc(C(=O)N2CCCc3ccccc32)c1,-6,-2,-16%,4,5%[57.1 µM],-0.8,4%,0.3,6%[57.1 µM]
O=C(O)CCCCCNC(=O)CCn1nnc2ccccc2c1=O,-1,11,0%,3,13%,0.1,1%,0.5,-3%[0.457 µM]
COc1ccc(CN(C(=O)Nc2ccccc2)c2ccccn2)cc1OC,·,18,?,1,15%,0.0,10%,0.9,-2%
COc1ccc(C(=O)N/N=C(\C)c2ccc3c(c2)C2C=CCC2C(c2ccccc2)N3)cc1 (stereo unspecified),-20,0,-11%,0,?,0.3,6%,0.4,7%[57.1 µM]
CCc1nnc(NC(=O)CSc2nc(N)c(NC(=O)c3ccc(OC)cc3)c(=O)[nH]2)s1,2,0,-8%,-1,-8%,0.6,0%,-0.6,-1%
O=C(COC(=O)c1cc(S(=O)(=O)N2CCOCC2)ccc1Cl)NC1CC1,-1,-1,-14%,-5,27%,-0.6,9%,-0.7,6%
CC1CCc2ccc(F)cc2N1S(=O)(=O)c1cccs1 (stereo unspecified),-5,0,-20%,6,21%,-0.4,9%,0.2,0%
O=c1[nH]c2ccc(S(=O)(=O)N3CCC(Cc4ccccc4)CC3)cc2o1,19,-7,4%,2,-2%,0.1,-3%,0.6,-8%
COc1ccc(S(=O)(=O)N(CCN2CCOCC2)Cc2cc(OC)ccc2OC)cc1,-12,6,-3%,-7,-3%,0.7,0%,-0.1,5%
O=C(Nc1ncc2c(n1)CC(c1ccccc1)CC2=O)c1ccco1 (stereo unspecified),28,-1,-9%,3,-11%,-0.1,1%,0.6,-1%
Cc1ccc(OCC(=O)Nc2ccc3oc(=O)ccc3c2)c(C)c1,-3,0,-4%,-2,19%[57.1 µM],-0.1,-1%,-1.7,-7%
Cc1cc(C)cc(-n2c(C)nc3cc(C(=O)NCc4ccc(F)cc4)ccc32)c1,·,6,-21%,-1,5%[57.1 µM],0.5,-4%,0.0,-4%[57.1 µM]
Cc1coc2c1c(C)cc1oc(=O)c(CC(=O)N[C@H](C(=O)O)C(C)C)c(C)c12,9,-2,-18%,4,17%,0.4,-6%,0.0,136%[activator]
CN(CC(=O)Nc1ccccc1Br)C(=O)c1ccc2c(=O)n3c(nc2c1)CCC3,24,-2,-18%,-1,12%,1.1,-5%,0.2,0%

A second format for some results above.
> COc1ccc(C(=O)N/N=C(\C)c2ccc3c(c2)C2C=CCC2C(c2ccccc2)N3)cc1 (stereo unspecified)
  D2 antag = -20	TRHR enhancer = 0	USP1 inh = -11%	PI4K2A block = 0	TrxR1 inh = ?	TRHR ag = 0.3	mIDH1 inhibitor = 6%	D2 agonist = 0.4	TrxR1 substrate = 7%[57.1 µM]
> CCc1nnc(NC(=O)CSc2nc(N)c(NC(=O)c3ccc(OC)cc3)c(=O)[nH]2)s1
  D2 antag = 2	TRHR enhancer = 0	USP1 inh = -8%	PI4K2A block = -1	TrxR1 inh = -8%	TRHR ag = 0.6	mIDH1 inhibitor = 0%	D2 agonist = -0.6	TrxR1 substrate = -1%
